# GALK inhibitor: blocks human galactokinase activity. P51570. Purified GALK, Kinase-Glo residual ATP luminescence. Potency, µM (series often up to 57.5 µM), without a hit: at the top dose activity change, negative = inhibition, most hits filed as inhibitors. 0.007% of 270,000 active. AID 1868; note: potency is the fitted concentration of half-maximal effect; % is set by controls: 0 for no effect and ±100 for the full control effect
# Target sequence (P51570 whole entry, looked up): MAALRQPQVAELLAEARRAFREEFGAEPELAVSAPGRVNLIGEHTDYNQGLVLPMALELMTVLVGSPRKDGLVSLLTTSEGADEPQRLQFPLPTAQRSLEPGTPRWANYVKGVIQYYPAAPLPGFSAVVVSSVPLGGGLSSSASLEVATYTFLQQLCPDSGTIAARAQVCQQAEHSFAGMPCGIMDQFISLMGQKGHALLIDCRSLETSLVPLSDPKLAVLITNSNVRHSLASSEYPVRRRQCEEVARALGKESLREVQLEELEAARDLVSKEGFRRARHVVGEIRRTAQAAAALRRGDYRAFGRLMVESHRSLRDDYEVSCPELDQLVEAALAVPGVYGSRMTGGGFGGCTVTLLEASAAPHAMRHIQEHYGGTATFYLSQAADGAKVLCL
#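 Luminescence from leftover ATP (Ultra-Glo luciferase/luciferin) served as read-out after a 1 h room-temperature reaction of 5 nM GALK with 35 uM ATP and 100 uM galactose.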
# Giardia kill: kills Giardia lamblia; 0.15% of 340,000 active; activity change, % at 7.66 µM, hits read low; Giardia lamblia trophozoite viability; in the data active = activity change below about -80%; inconclusive = between about -30% and that limit;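 note: parasites exposed to compound for two days anaerobically before the ATP read; % is set by controls: 0 for no effect and ±100 for the full control effect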
#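 Luminescent ATP signal served as the viability read-out, measured 15-30 min after adding ATP detection reagent to trophozoites that had been incubated with compounds for 48 hrs at 37 deg C anaerobically at 100 cells/well.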
# B2AR arrestin: recruits beta-arrestin to the human beta2-adrenergic receptor | AID 492947 | 0.02% of 330,000 active | beta-arrestin recruitment to beta2AR, cell-based reporter | P07550 | Potency, µM (highest dose often 46.1 µM), without a hit: at the top dose activation, usual class: activators;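 note: potency is the fitted concentration of half-maximal effect; 0% = DMSO controls and full agonism = EC100 isoproterenol or metaproterenol; nearly all actives have a fitted effect of over 65% in size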
# BCR signal inh: blocks chronic active B-cell receptor signaling. ABC-DLBCL IkBa-CBG/CBR reporter, luminescence ratio, 4 h. Potency, µM (series often up to 46.1 µM), without a hit: at the top dose ratio change, negative = lower green/red ratio, usual class: inhibitors. 0.05% of 340,000 active. AID 493014; active = well fitted inhibition curve with a large enough effect in the signal ratio, with a control signal flat, not every such curve was filed as active; inconclusive = small, poorly fitted or top-dose-only effect, or effect the other way, or a change in a side signal; the % refers to the signal ratio;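 note: potency is the fitted concentration of half-maximal effect; plate controls were basal doxycycline-induced cells for no effect and cells given 10 µM MG132 for full effect; MG132 reads +100%, hits lower the ratio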
#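 TMD8 human ABC-DLBCL cells with doxycycline-inducible IκBα–green luciferase fusion and unfused red luciferase, in 0.5% FBS medium; compounds up to 46 uM, 4 h at 37C. Green/red luminescence ratio, filter-overlap corrected, fitted to concentration-response curves.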
# Menin MLL FP TR: displaces Texas Red mutant MLL peptide from human menin; O00255; Menin + Texas Red MLL mutant peptide, fluorescence polarization; Potency, µM (highest dose often 61.6 µM), for the others: top-dose FP activity change, negative = inhibition, usual class: inhibitors; 0.23% of 270,000 active; AID 1768; active = well fitted inhibition curve with a large enough effect in the polarisation, with a control signal flat, not every such curve was filed as active; inconclusive = small, poorly fitted or top-dose-only effect, or effect the other way, or a change in a side signal; inactive = no such curve, though single readings can be large or run the other way; the % refers to the polarisation; note: potency is the fitted concentration of half-maximal effect; % of control where 0% means no effect; many of its hits are not listed in these tables
# Target sequence (O00255 whole entry, looked up): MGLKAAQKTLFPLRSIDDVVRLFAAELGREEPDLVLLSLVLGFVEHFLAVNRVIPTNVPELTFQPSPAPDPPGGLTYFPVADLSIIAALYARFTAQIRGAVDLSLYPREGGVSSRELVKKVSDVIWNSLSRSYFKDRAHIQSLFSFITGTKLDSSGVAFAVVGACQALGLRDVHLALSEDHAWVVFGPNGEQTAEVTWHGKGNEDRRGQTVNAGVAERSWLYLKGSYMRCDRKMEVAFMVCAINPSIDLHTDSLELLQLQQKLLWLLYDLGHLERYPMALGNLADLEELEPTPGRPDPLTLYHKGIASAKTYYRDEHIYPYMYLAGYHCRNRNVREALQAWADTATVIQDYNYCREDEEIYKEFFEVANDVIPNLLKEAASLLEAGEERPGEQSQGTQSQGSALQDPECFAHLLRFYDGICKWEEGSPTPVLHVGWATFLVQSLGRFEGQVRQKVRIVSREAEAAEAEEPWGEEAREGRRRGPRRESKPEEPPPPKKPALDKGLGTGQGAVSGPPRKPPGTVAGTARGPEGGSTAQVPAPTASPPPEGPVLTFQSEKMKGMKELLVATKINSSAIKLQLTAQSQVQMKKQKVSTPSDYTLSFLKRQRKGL
# Coupling enz: coupling enzyme interference in Giardia aldolase counter-screen; coupling enzyme system counterscreen, AmpLite Red fluorescence; activity change, negative = inhibition, % at 58.2 µM, hits read low; 0.67% of 290,000 active; in the data active = activity change below about -30%; note: % is set by controls: 0 for no effect and ±100 for the full control effect
#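 Fluorescence at 525 nm excitation and 598 nm emission measured inhibition of the coupled detection system without aldolase. Compounds (at 57.5 uM final) were preincubated 10 min at room temperature with coupling enzyme reagent before a 20 min substrate/AmpLite Red step.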
# a7 integrin act: activates integrin-mediated alleviation for muscular dystrophy | alpha7betagal myoblasts, beta-gal FDG fluorescence, 48 h | Potency, µM (top dose mostly 38.3 µM), without a hit: top-dose activation, usual class: activators | 0.064% of 350,000 active;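 note: potency is the fitted concentration of half-maximal effect; 100% = response of the positive control SU9516; nearly all actives have a fitted effect of over 60% in size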
#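 Alpha7betagal+/- myoblasts (passage 13) were plated 16-24 hr, then exposed to compounds (1:260 dilution of DMSO stock) for 48 hours at 37C. After MPER lysis, β-galactosidase reporter activity was read as FDG fluorescence (ex 480/em 540) after 30 minutes.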
# Tb PFK block: blocks T. brucei phosphofructokinase; O15648; T. brucei PFK, ADP-Glo luminescence; Potency, µM (series often up to 57.5 µM), without a hit: top-dose activity, negative = inhibition, actives largely listed as inhibitors; 0.17% of 330,000 active; AID 485367;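 note: potency is the fitted concentration of half-maximal effect; 0% = uninhibited 1x PFK enzyme wells and -100% = no-enzyme wells; nearly all actives have a fitted effect of over 60% in size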
#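 PFK 1.25 nM, F6P 0.5 mM, ATP 0.1 mM, 0.1 M TEA pH 8.0, 5 mM MgCl2, 0.01% Tween20, 0.1% BSA; 45 min RT. ADP-Glo readout. qHTS titration up to 57 uM; curves fitted, compounds curve-classed.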
# TSG101-PTAP inh: blocks PTAP/TSG101 interaction to inhibit HIV-1 budding; Q99816; Fluorescence polarization, FITC-PTAP peptide / Tsg101 binding; Potency, µM (series often up to 115 µM), for inactives: at the top dose activity change, negative = inhibition, actives largely listed as inhibitors; 340,000 tested, under 10 active; AID 493005; active = well fitted inhibition curve with a large enough effect in the main read-out, with a control signal flat, not every such curve was filed as active; inconclusive = small, poorly fitted or top-dose-only effect, or effect the other way, or a change in a side signal; inactive = no such curve, though single readings can be large or run the other way; note: potency is the fitted concentration of half-maximal effect; % of control where 0% means no effect
#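 Compounds were pin-transferred onto Tsg101 binding domain (10 uM final) in HEPES pH 7.5 buffer, then FITC-PTAP peptide was added at 50 nM final. After 20 min at RT, polarization reported peptide displacement across a qHTS concentration series.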
# S-ASM inh: inhibitors of human secretory acid sphingomyelinase; 0.006% of 340,000 active; placental ASM, HMU-PC fluorogenic substrate, 60 min; Potency, µM (titrated, usually from 57.5 µM), for inactives: top-dose activity change, negative = inhibition, hits mostly inhibitors; P17405; note: potency is the fitted concentration of half-maximal effect
#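 Human placenta-derived ASM enzyme was preincubated with compound for 10 minutes at room temperature, then given fluorogenic substrate HMU-PC0 (9 uM final) for 60 minutes at 37 °C; a pH 10 stop preceded fluorescence reading at Ex 386/Em 447 nm.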
# PKM2 activator: increases activity of human pyruvate kinase M2; purified PKM2, Kinase-Glo ATP luminescence, activation; response scale: 0% is enzyme alone, no compound; Potency, µM (doses to about 57.5 µM), without a hit: at the highest dose activation, usual class: activators; 0.34% of 260,000 active; note: potency is the fitted concentration of half-maximal effect; % is set by controls: 0 for no effect and ±100 for the full control effect; nearly all actives have a fitted effect of over 55% in size
#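 hPK-M2, >95% pure; 0.1 mM ADP / 0.5 mM PEP final; imidazole pH7.2 buffer w/ 7 mM MgCl2, 50 mM KCl; 1 h RT; Kinase-Glo lum. Intermediate enzyme activity for dual inhibitor/activator qHTS.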
# Numbers without * were called inactive; ? = inconclusive; / = not tested or not shown; [ ] = another dose, or the depositor's remark. Unless noted, calls come from the whole dose curve; as a rule, active = well fitted curve in the direction sought with a large enough effect; inconclusive = small, poorly fitted or top-dose-only effect, or another doubt; inactive = no such curve, though single readings can be large; an effect the other way counts as inactive or inconclusive. This is a subset (hit frequency here may not be typical).
SMILES,GALK inhibitor,Giardia kill,B2AR arrestin,BCR signal inh,Menin MLL FP TR,Coupling enz,a7 integrin act,Tb PFK block,TSG101-PTAP inh,S-ASM inh,PKM2 activator
CC(=O)N/C(=C\c1ccccc1)C(=O)NCC(=O)O,0%,6,-0.7%,9%,-8%,3,6%,-1%,0%,0%,2%
COc1ccccc1CNC(=O)CCNC(=O)c1ccco1,/,-8,-0.8%,7%,/,/,24%,0%,1%,6%,/
CCOc1ccc(OCCOC(=O)C2CCN(S(=O)(=O)c3ccc(C)c(C)c3)CC2)cc1,/,-3,-0.1%,-29%,/,/,21%,0%,-1%,3%,/
CCOC(=O)c1cnc2c(OC)cccc2c1N1CC(C)CC(C)C1 (stereo not given),1%,-5,-0.9%,?,?,-2,13%,0%,-1%,-7%,/
COC(CNC(=O)c1ccc2nc3ccccc3c(=O)n2c1)OC,/,-14,-0.1%,?,-27%,0,9%,0%,1%,/,/
Cc1ccc(-n2[nH]c(C)c(CCC#N)c2=O)cc1,/,-2,4.7%,0%,0%,-1,-7%,1%,-2%,2%,2%
COc1ccc(OC)c(NC(=O)c2cccc(Cn3cc(Br)c([N+](=O)[O-])n3)c2)c1,0%,?,5.5%,-1%,?,-1,6%,0%,-4%,-7%,-2%
O=C(NNC(=O)c1cccnc1SCc1cccc([N+](=O)[O-])c1)c1cccnc1,0%,15,-0.3%,-23%,11%,-1,2%,-6%,-6%,3%,4%
Nc1c(Cl)cc(C2=NCCn3c2c2ccc([N+](=O)[O-])cc2[n+]3[O-])cc1Cl,/,?,7.4%,-9%,/,/,-35%,6%,-2%,-3%,/
CCc1ccc(C(=O)OCC(=O)NCCNC(=O)COC(=O)c2ccc(CC)cc2)cc1,3%,12,-0.5%,-4%,/,/,14%,1%,0%,-6%,-1%
COCC(C)NS(=O)(=O)c1ccc(NC(=O)C(Cc2ccccc2)NC(N)=O)cc1 (stereo not given),6%,10,-0.5%,1%,-2%,2,-3%,-4%,-7%,0%,0%
Cc1cccn2c(=O)nc(SCC(=O)NCc3ccc4c(c3)OCO4)nc12,/,29,0.2%,10%,/,/,4%,-7%,-4%,-5%,/
COc1cccc(OC)c1OC(=O)c1cnccn1,4%,-1,0.1%,0%,0%,1,0%,-15%,-1%,2%,/
CCOCc1nnc(NC(C)=O)s1,0%,-2,-0.6%,-2%,10%,3,-1%,0%,-6%,0%,0%
CN(C)c1ccc2c(=O)[nH][nH]c(=O)c2c1,-3%,-12,0.3%,10%,-7%,2,6%,-5%,0%,12%,0%
Cc1ccoc1C(=O)NCCNc1ccc(Cl)cc1[N+](=O)[O-],1%,-16,-0.9%,3%,24%,-4,1%,0%,-1%,-17%,0%
O=C(O)c1ccc(S(=O)(=O)N[C@H](Cc2ccc(C(F)(F)F)cc2)C(=O)O)cc1,/,/,-0.5%,0%,12%,7,/,5%,/,/,/
O=C(O)C1CCCCC1C(=O)Nc1ccc(F)c(F)c1 (stereo not given),0%,4,0.6%,1%,-4%,8,27%,3%,1%,2%,5%
O=C(CSc1nnc(-c2ccncc2)n1CCc1ccccc1)N1CCCC1,7%,/,-1.7%,17%,/,4,/,0%,/,/,-6%
CCOC(=O)CCCCC(=O)c1[nH]c(=O)[nH]c1CN1CCOCC1,-3%,6,0.0%,-2%,-12%,2,23%,2%,-6%,0%,1%
CC(C)(C)c1ccc(C(=O)NCC(=O)OCC(=O)Nc2ccc3c(c2)OCCO3)cc1,-4%,16,-0.4%,-9%,2%,2,26%,6%,-2%,-1%,-8%
Cc1ccc(C)n1-c1cc([N+](=O)[O-])ccc1-n1ccnc1,/,7,-0.3%,?,/,2,-37%,-2%,-2%,-2%,6%
CC(/C=N/NC(=O)c1ccco1)=C\c1ccccc1,7%,12,-0.9%,?,2%,1,37%,-4%,-4%,-2%,-9%
Cc1cc(NC(=O)CSc2nnc(Cn3c(=O)sc4ccccc43)n2-c2ccccc2C)no1,-4%,30[activator],0.1%,1%,-6%,-1,12%,16%,-10%,-6%,-2%
O=C(C1=C(O)C(=O)N(CCN2CCOCC2)C1c1ccc([N+](=O)[O-])cc1)c1cccs1 (stereo not given),/,-25,0.4%,0%,19%,-3,0%,0%,0%,-2%,/
COc1cccc(/C=N/NC(=O)c2ccc3nc[nH]c3c2)c1O,2%,-16,-0.1%,?,/,1,-14%,0%,-3%,9%,-11%
CCc1cc2cc3c(cc2nc1SCC(=O)Nc1cc(OC)c(OC)cc1C(=O)O)OCO3,-1%,/,0.1%,7%,?,7,/,-2%,/,/,1%
O=C(Nc1cccc(Cl)c1)c1ccc(NCC2CCCO2)c([N+](=O)[O-])c1 (stereo not given),3%,27,-0.5%,10%,?,5,40%,6%,1%,-1%,0%
COc1ccc(-c2sc3ccccc3c2C#CC2(O)CCCCC2)cc1,/,-1,-1.2%,?,54%[activator],1,18%,-2%,1%,-16%,11%
COc1ccc(CCNC(=S)N(C)C)cc1OC,8%,-8,-0.5%,-6%,/,4,24%,-3%,-5%,5%,4%
C[C@H]1[C@H](C)CC[C@]2(C(=O)O)CC[C@]3(C)C(=CC[C@@H]4[C@@]5(C)C[C@@H](O)[C@H](O)C(C)(C)[C@@H]5CC[C@]43C)[C@H]12,/,9,-0.6%,-6%,-10%,6,12%,4%,0%,0%,-4%
O=C(NC1CCCCC1)N1CCC(n2c(=O)[nH]c3ccccc32)CC1,2%,-7,-0.7%,3%,1%,1,-4%,-3%,0%,0%,-1%
O=C(CCCCCCC(=O)NCc1ccccc1)NCc1ccccc1,1%,1,-0.1%,4%,?,0,-18%,3%,0%,0%,0%[11.5 µM]
CCOc1ccc(-c2nnc3ccc(SCc4ccc(C(=O)OC)o4)nn23)cc1,-1%,13,0.2%,?,-4%,-3,-30%,4%,-8%,-25%,-1%
COc1ccc(CCNC(=O)C2=CCN(S(=O)(=O)c3ccc(F)cc3)CC2)cc1OC,2%,-1,-0.1%,2%,2%,0,17%,0%,-3%,1%,/
Cc1cc(-c2nnc(SCC(=O)NC3CC3)n2C(C)C)cs1,-2%,2,-0.9%,-1%,1%,0,-2%,2%,0%,1%,0%
Cc1cccc2c(=O)c(C(=O)NCCc3ccccc3)c[nH]c12,-2%,-21,-1.0%,?,19%,-2,-25%,0%,2%,2%,4%
CCOC(=O)N1CCN(C(=O)c2cccn3c(=O)c4cc(Cl)ccc4nc23)CC1,-3%,-10,-0.2%,-1%,/,0,18%[7.66 µM],2%,-6%,/,-6%
CCn1c(NC(=O)c2ccc(COc3ccc(C)cc3[N+](=O)[O-])o2)nc2ccccc21,1%,-11,-0.1%,4%,?,1,-39%,3%,-3%,-3%,-1%
COc1ccc(C(=O)OCC(=O)Nc2ccc(N3CCOCC3)cc2)cc1OC,/,21,-3.4%,?,/,/,-20%,-1%,-5%,0%,/
Cc1ccc2nc(COc3ccc(Cl)cc3)cc(=O)n2c1,0%,8,-0.3%,?,5%,0,?,1%,-6%,17%,1%
CC(=O)c1ccc(S(=O)(=O)N(C)CC(=O)NCC2CCCCC2)cc1,-2%,-3,-0.6%,11%,-10%,-1,?,-1%,-1%,2%,0%
CCc1ccc(C(=O)c2ccccc2C(=O)O)s1,-1%,4,0.0%,0%,1%,4,16%,-4%,-8%,0%,3%
COC(=O)c1cccc(Cn2cc([N+](=O)[O-])cn2)c1,-1%,/,0.0%,3%,5%,0,/,-13%,/,/,10%
CCN(CC)S(=O)(=O)c1cc(NC(=O)c2cc([N+](=O)[O-])ccc2N2CCOCC2)ccc1C,-9%,4,-0.4%,1%,/,/,-11%,1%,-1%,-9%,2%
Cc1cc(C)cc(-n2ccnc2SCC(=O)Nc2ccc3c(c2)OCCO3)c1,0%,-2,-0.4%,6%,-5%,0,-31%,0%,-12%,2%,1%
O=C(NCCCN1CCOCC1)c1cc(-c2ccc(F)cc2)on1,-1%,1,0.5%,?,4%,7,12%,-8%,-7%,3%,-7%
CSc1nccc(NC(=O)c2cccc(Br)c2)n1,2%,-5,0.1%,1%,3%,0,-13%,0%,-7%,-5%,/

# High-throughput results as filed in PubChem.
